KOR beta-arrestin-1: KOR agonists, beta-arrestin recruitment, primary screen, cell-based, luminescence, uHTS (AID 1777); KOR beta-arrestin recruitment, luminescence; higher % means a stronger effect; one-dose activation, % at 10 µM; EC50 in µM for titrated hits; actives 0.02% (n = 280,000); in the data active = activation above about 50%, passing the limit was not always enough; also: a part of the inactive calls stands beside numbers as strong as those of hits
GPR55 antagonists: GPR55 antagonists blocking LPI-driven arrestin recruitment, primary screen, imaging, U2OS, beta-arrestin-GFP, LPI agonist (AID 2013); U2OS GPR55 beta-arrestin-GFP translocation imaging, LPI antagonism; higher % means a stronger effect; inhibition, % at 10 µM; hits with a dose series show IC50 in µM; actives 0.13% (n = 290,000);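 active = spots per cell inhibited over 60%, with over 100 cells counted and total cytoplasm intensity under 500,000; inconclusive = wells with under 100 cells, flagged as likely toxic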;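 also: U2OS cells stably carrying GPR55 and arrestin-GFP stimulated by 5 µM LPI near EC80; imaged beta-arrestin-GFP aggregate spots per cell after agonist stimulation; plate controls were LPI-stimulated DMSO wells for no effect and DMSO wells without LPI for full effect; some results filed as inactive read as strong as hits; confirmed hits need IC50 under 10 µM and bright autofluorescent wells are also inconclusive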
T cell modulator: modulators of CD8 T cell-vesicle binding, primary screen, mouse 2C CD8+ T cells, flow cytometry | actives 0.068% (n = 330,000) | calls only at 7 µM | 2C CD8+ T cell-vesicle binding; stronger effect = lower value;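 active = response, share of CD8 T cells binding vesicles, and their 90th percentile fluorescence all below set limits, cut at about 80% in these data, passing the limit was not always enough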
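Read-out – percent CD8+ FL2 mean versus row control · System – murine 2C transgenic CD8+ T lymphocytes · Times – 1.5 h cell–vesicle binding at 37 °C, then 20 min icy labelling · Control set – naked vesicles low, QL9 vesicles with vehicle high · Detection – cytometric PE anti-B7-1 and Alexa647 anti-CD8 signals after 1% paraformaldehyde fixation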
KOR beta-arrestin-2: KOR antagonists, beta-arrestin recruitment, cell-based, luminescence, uHTS (AID 1778). Kappa-type opioid receptor (Homo sapiens). KOR beta-arrestin recruitment, luminescence, antagonist mode; higher % means a stronger effect. inhibition, % at 10 µM; hits with a dose series show IC50 in µM. actives 0.091% (n = 290,000); also: strong numbers were not always called active
NTR1 agonist: agonists of NTR1, primary screen, imaging, U2OS cells, beta-arrestin-GFP, high content (AID 493036). NTR1-U2OS beta-arrestin-GFP spot imaging, agonist mode. activation, % at 20 µM. actives 0.17% (n = 330,000);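 active = activation at or above 40% of the spot to cytoplasm intensity ratio, with at least 20 cells analyzed; inconclusive = wells under 20 cells, flagged as cytotoxic or low count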;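 also: 0% = DMSO without peptide and 100% = 100 nM NTR1 peptide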
Target sequence (P30989 whole entry, looked up): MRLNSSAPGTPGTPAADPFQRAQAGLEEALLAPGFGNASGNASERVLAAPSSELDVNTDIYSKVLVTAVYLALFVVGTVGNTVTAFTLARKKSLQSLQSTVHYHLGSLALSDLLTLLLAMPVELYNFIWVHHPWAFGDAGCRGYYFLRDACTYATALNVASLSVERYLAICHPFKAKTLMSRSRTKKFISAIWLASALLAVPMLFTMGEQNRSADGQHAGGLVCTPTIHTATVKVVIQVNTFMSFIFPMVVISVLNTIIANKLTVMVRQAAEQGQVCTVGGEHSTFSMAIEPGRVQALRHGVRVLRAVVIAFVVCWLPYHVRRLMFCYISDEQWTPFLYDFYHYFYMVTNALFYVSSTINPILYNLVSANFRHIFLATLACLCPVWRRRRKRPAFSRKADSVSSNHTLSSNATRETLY
NOD1 NF-kB reporter: NOD1 signaling inhibitors, primary screen, cell-based, luminescence, uHTS (AID 1578); NOD1-driven NF-kB luciferase reporter cells, luminescence; higher % means a stronger effect; one-dose inhibition, % at 4 µM; EC50 in µM for titrated hits; actives 1% (n = 290,000); in the data active = inhibition mostly above about 36%, no sharp cut-off; inactive = mostly below about 34%;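 also: HEK-293T reporter cells stimulated with the NOD1 agonist gamma-tri-DAP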
HEK293 NOD2/NF-kB: NOD2 signaling inhibitors, cell-based, luminescence, uHTS, HEK293 (AID 1566); HEK293 NOD2/NF-kB luciferase reporter, luminescence; higher % means a stronger effect; inhibition, % at 4 µM, or EC50 in µM where a hit was titrated; actives 0.63% (n = 290,000); also: many of its hits are not listed in these tables
Myeloid diff 2: induction of myeloid progenitor differentiation, primary screen, cell-based, flow cytometry, MLPCN library | actives 1% (n = 360,000) | ER-HoxA9 myeloid progenitors, lysozyme-GFP differentiation | calls only at 10 µM | AID 624256, 2012;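 active = normalized GFP-positive differentiation at or above the plate's own cutoff, the solvent-only control mean plus 3 SD; inconclusive = no clear call, values can overlap the other calls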;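 also: cells exposed to compound for four days before flow analysis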
GPR55 beta-arrestin: GPR55 agonists via beta-arrestin recruitment, primary screen, imaging, U2OS cells, beta-arrestin-GFP redistribution (AID 1961) | one-dose activation, % at 10 µM; EC50 in µM for titrated hits | actives 0.048% (n = 290,000) | G-protein coupled receptor 55 (Homo sapiens) | U2OS GPR55 beta-arrestin-GFP redistribution imaging; higher % means a stronger effect;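 active = activation above 40% with more than 50 cells counted in the well; inconclusive = wells holding fewer than 50 cells, flagged as toxic or sparse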;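 also: U2OS osteosarcoma cells stably expressing GPR55 and beta-arrestin-GFP; plate controls were DMSO negative control for no effect and LPI positive control for full effect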
T cell modulator vesicle-bound %: also measured in T cell modulator; calls as there; double positive events, %; measured here: CD8+ vesicle-bound cell fraction;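 binding gate set so that unloaded-vesicle control wells show 10% double positive cells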
NTR1 agonist cell count 20 µM: also measured in NTR1 agonist; calls as there; cell count; measured here: cell count, cytotoxicity flag
Myeloid diff 2 GFP+ MAC1+ %: second read-out of Myeloid diff 2, no call of its own (marks repeat the call); GFP+ MAC1+ double positive, %; measured here: differentiation confirmed by MAC1 staining
Starred values were filed as active, the others as inactive; i = inactive; ? = inconclusive; . = no result given; + = active, no number; [ ] = dose if it differs, or a comment. Rule as the data show it, unless noted: active = inhibition above about 50%; inactive = the rest. An excerpt; the hit share may differ from the screen's.

SMILES	KOR beta-arrestin-1	GPR55 antagonists	T cell modulator	T cell modulator vesicle-bound %	KOR beta-arrestin-2	NTR1 agonist	NTR1 agonist cell count 20 µM	NOD1 NF-kB reporter	HEK293 NOD2/NF-kB	Myeloid diff 2	Myeloid diff 2 GFP+ MAC1+ %	GPR55 beta-arrestin
Cc1ccc(NC(=O)CN(C)S(=O)(=O)c2cnc[nH]2)c(C)c1	-1.3%	2%	i	56	-1%	-0.3	59	-23%	1%	i	2.2	-0.3%
CCOC(=O)c1cc(-c2csc(Nc3ccccc3Cl)n2)on1	9.3%	4%	i	32	-65%	3.2	51	-12%	-6%	i	0.5	1.0%
Cc1c(NC(=O)c2ccccc2NS(=O)(=O)c2ccc(Br)cc2)c(=O)n(-c2ccccc2)n1C	4.5%	2%	i	15	-27%	4.1	92	35%	3%	i	0.5	-0.1%
Cc1ccc2c(c1)C(c1ccccc1)N(C(=O)c1ccc(Br)o1)CC(=O)N2 (stereo unspecified)	-7.7%	2%	i	33	12%	1.6	98	1%	-6%	i	2.7	0.2%
Cc1ccc(NS(=O)(=O)c2cc(C(=O)NCCSC3CCCCC3)ccc2C)cc1	2.0%	15%	i	13	40%	6.4	67	13%	-98%	i	6.9	0.2%
Cc1c(NC(=O)/C(C#N)=C/C2CC=CCC2)c(=O)n(-c2ccccc2)n1C (stereo unspecified)	1.1%	-4%	i	36	16%	0.6	99	0%	-5%	i	1.1	0.1%
Cc1ccc(C(=O)Nc2cccc(NC(=O)CN3CCCCC3)c2)cc1	1.6%	-20%	i	55	12%[20 µM]	0.5	76	-7%	-1%	i	0.7	-0.2%
c1ccc(SCc2nc3ccccc3[nH]2)nc1	-1.3%	4%	i	42	-26%	2.5	44	-39%	-26%	i	1.1	-0.2%
CC12COC3(C(=O)NCCc4ccccc4)CC1CCC32C (stereo unspecified)	-0.4%	-2%	i	20	.	3.4	72	-26%	-4%	i	0.7	0.3%
COc1ccc(C2CC(c3ccccc3OC(C)=O)=NN2C(=O)/C=C/c2ccccc2)cc1OC (stereo unspecified)	7.4%	17%	i	47	27%	0.4	44	-10%	2%	i	0.5	0.4%
CCCSc1cc(NCCOC(C)=O)c([N+](=O)[O-])c2nonc12	-0.9%	-4%	i	50	-13%	1.5	40	-20%	12%	i	0.8	-0.3%
CCn1c(SCC(N)=O)nnc1-c1ccc(OC)c(OC)c1	1.9%	5%	i	29	2%	4.0	64	2%	14%	i	8.4	-0.3%
S=c1[nH]ncn1NCc1ccc(Cl)cc1Cl	.	-2%	i	25	21%	1.1	55	-10%	12%	i	0.4	0.9%
Cc1c(Br)c([N+](=O)[O-])nn1CC(=O)N1CCc2ccccc2C1	9.4%	-3%	i	4	2%	-1.0	43	-16%	-6%	i	0.4	0.4%
Cc1ccc(OCC(=O)N(Cc2cccc(Cl)c2)C2CCS(=O)(=O)C2)cc1C (stereo unspecified)	2.0%	-11%	i	8	-26%	4.3	58	15%	11%	i	0.5	0.2%
Cc1nn(Cc2nnc(SCC(=O)Nc3ccc(Cl)cc3)n2C)c(C)c1[N+](=O)[O-]	4.3%	-16%	i	55	6%	-0.2	43	6%	7%	i	0.6	0.0%
O=C(NC1CCCCC1)c1ccc(-c2ccccc2[N+](=O)[O-])o1	-0.2%	13%	i	36	13%	4.3	54	-129%	-113%	i	0.6	-0.1%
CC1CCCN(CCCNC(=O)c2ccc3c(c2)N(Cc2ccccc2F)C(=O)c2ccccc2S3(=O)=O)C1 (stereo unspecified)	-6.3%	-4%	i	12	19%	0.7	65	-11%	-26%	i	1.8	4.2%
Cc1cccc(NC(=O)NC2(C)CCS(=O)(=O)C2)c1 (stereo unspecified)	-2.2%	-9%	i	22	-12%	0.1	44	-28%	14%	i	0.3	0.5%
O=C(NCCCN1CCOCC1)C(=O)N/N=C/c1ccc2c(c1)OCO2	.	-9%	i	35	-32%[20 µM]	-2.1	83	29%	8%	i	0.5	-0.1%
O=C(NCCCc1nc2ccccc2[nH]1)c1cccs1	-0.8%	-4%	i	51	6%	-0.8	60	-41%	-1%	i	0.4	-0.2%
O=C(NCc1csc(-c2cccs2)n1)Nc1ccc(F)cc1F	-1.5%	17%	i	24	7%	0.4	59	-7%	-6%	i	0.6	0.2%
COCC(=O)N1CCC(Oc2ccc(C(=O)NCc3cc(C(C)C)no3)cc2)CC1	3.4%	16%	i	7	0%	-0.3	55	-2%	20%	i	0.8	-0.1%
Cc1c(CCC(=O)NCCCC(=O)O)c(=O)oc2cc3oc4c(c3cc12)CCCC4	0.5%	6%	i	55	-15%	2.1	56	-6%	18%	i	0.5	-0.1%
Cc1cc(SCC(=O)c2ccc(O)c(O)c2)nc2ccccc12	0.9%	14%	i	25	-33%	5.8	50	-14%	34%	i	0.8	-0.2%
COc1ccccc1CNC(=O)c1cc(C(C)=O)c[nH]1	1.2%	2%	i	50	-18%	-1.9	117	-8%	22%	i	1.2	0.0%
O=C(CC(c1ccccc1)c1ccccc1O)N1CCCCC1 (stereo unspecified)	4.5%	-10%	i	39	-59%[20 µM]	0.5	49	45%	21%	i	0.6	0.3%
CCOC(=O)/C=C1\Nc2ccccc2OC1=O	-1.9%	4%	i	51	31%	1.3	54	-11%	10%	+	5.2*	0.5%
O=C(c1nc2ccccn2c1CN1CCCC(O)C1)N1CCN(C2CCCCC2)CC1 (stereo unspecified)	-6.4%	7%	i	51	6%	-0.5	72	-24%	2%	i	2.3	-0.1%
CC(=O)N1CCCc2cc(S(=O)(=O)N3CCCC(C(=O)NCc4ccccc4Cl)C3)ccc21 (stereo unspecified)	1.0%	-2%	i	16	-49%	-0.2	65	-23%	23%	i	1.4	0.1%
CN1CCN(S(=O)(=O)c2cccc(C(=O)Nc3ccc(Br)cc3Br)c2)CC1	6.1%	-2%	i	20	-29%	-0.7	50	4%	28%	i	0.0	0.2%
Cc1cc(F)ccc1NS(=O)(=O)c1c(C(=O)N2CCOCC2)c(C)n(C)c1C	-0.5%	4%	i	4	-12%	-0.8	69	-6%	-9%	i	0.8	-0.2%
CCCOCc1ccc(O)c2ncccc12	1.2%	2%	i	12	-25%	8.2	56	-8%	-19%	?	.	-0.3%
CCC(C)(C)n1nnnc1C(c1ccccn1)N1CCCCC1 (stereo unspecified)	0.4%	9%	i	38	-19%	0.1	51	-24%	1%	i	1.6	-0.4%
Cc1ccc(S(=O)(=O)/N=C(\Nc2cc(C)on2)c2ccc(Cl)cc2)cc1	3.8%	4%	i	40	-65%	2.0	41	12%	-3%	i	1.1	0.0%
CC(CC(=O)O)CC1=NS(=O)(=O)c2ccccc2N1 (stereo unspecified)	-0.9%	0%	i	27	18%	-1.3	85	-26%	-4%	i	1.0	-0.1%
CCCCc1nc(NCCO)c(C#N)c2c1CCCC2	1.1%	-1%	i	29	-25%	13	67	-8%	32%	i	0.3	-0.1%
NC(=O)c1c(NC(=O)CN2CCCC2)sc2c1CCCC2	-0.7%	-4%	i	61	35%	3.7	54	.	-1%	i	0.7	0.3%
CCn1cc(S(=O)(=O)c2ccc(OC)cc2)c(=O)c2cc(OC)ccc21	-2.7%	-3%	i	32	-4%	1.3	52	2%	8%	i	0.5	0.6%
CN1CCc2c(sc(N)c2C(=O)c2ccc(Cl)cc2)C1	1.4%	1%	i	67	-14%	0.7	54	0%	18%	i	0.3	-0.1%
CC(C)CC1=C/C(=C/c2ccc(-c3ccccc3)o2)C(=O)O1	2.1%	1%	i	35	1%	-0.1	48	-32%	-15%	i	0.3	-0.1%
CC(=O)Oc1ccc(/C=N/NS(=O)(=O)c2ccccc2)cc1	-3.9%	6%	i	43	-28%[20 µM]	-0.4	95	-42%	-8%	i	1.3	-0.1%
COc1ccc(CN(CC(=O)NCc2ccccc2)C(=O)CCC(=O)Nc2nccs2)cc1	1.6%	15%	i	40	-14%	0.1	53	0%	9%	i	1.4	-0.1%
C=CCNc1cnn(CC(C)=O)c(=O)c1Br	-0.9%	5%	i	46	-23%	-0.1	67	-11%	6%	i	0.6	0.6%
COc1ccc(NC(=O)Nc2ccc(F)cc2F)cc1	-2.9%	14%	i	34	0%	-1.2	99	-24%	-70%	i	0.0	0.5%
COC(=O)COc1c(/C=C\c2nc(O)c([N+](=O)[O-])c(=O)[nH]2)cccc1OC	11%	10%	i	59	-11%	0.3	69	-39%	-3%	i	0.4	-0.2%
CC(C)c1nc(C(N)=O)c2[nH]c(=O)n(-c3ccc(F)cc3)c2n1	-3.5%	8%	i	49	-6%[20 µM]	0.7	56	-9%	19%	i	1.9	0.3%
CN(c1nnc(N)s1)C1CCCCC1	0.5%	0%	i	41	-7%	2.0	59	-32%	7%	i	2.1	-0.2%
CCC(Cc1ccccc1)NC(=O)c1ccc2nc(N3CCOCC3)sc2c1 (stereo unspecified)	-6.7%	13%	i	45	25%[20 µM]	1.8	69	-10%	10%	i	1.9	0.3%
N=C(N)n1c(N)nc2ccccc2c1=O	6.0%	3%	i	54	-7%	-0.3	72	-15%	-2%	i	0.4	0.5%
Cc1cccc(C)c1NC(=O)COC(=O)c1c2c(nc3ccccc13)/C(=C\c1ccc3c(c1)OCO3)CCC2	-2.3%	-5%	i	40	-4%	.	.	5%	-28%	i	1.2	0.3%

Screening data: PubChem BioAssay, several laboratories
